NPY-Y1 PAM-ag: potentiators or agonists of human neuropeptide Y receptor Y1. P25929. NPY-Y1 expressing cells, potentiator/agonist activation. activation, % at 3.6 µM. actives 0.37% (n = 220,000); in the data active = activation above about 33%, passing the limit was not always enough;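 note: cells stimulated with NPY at EC10 then isoproterenol at EC100; 0% = low agonist plus stimulus and 100% = saturating agonist plus stimulus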
Target sequence (P25929 whole entry, looked up): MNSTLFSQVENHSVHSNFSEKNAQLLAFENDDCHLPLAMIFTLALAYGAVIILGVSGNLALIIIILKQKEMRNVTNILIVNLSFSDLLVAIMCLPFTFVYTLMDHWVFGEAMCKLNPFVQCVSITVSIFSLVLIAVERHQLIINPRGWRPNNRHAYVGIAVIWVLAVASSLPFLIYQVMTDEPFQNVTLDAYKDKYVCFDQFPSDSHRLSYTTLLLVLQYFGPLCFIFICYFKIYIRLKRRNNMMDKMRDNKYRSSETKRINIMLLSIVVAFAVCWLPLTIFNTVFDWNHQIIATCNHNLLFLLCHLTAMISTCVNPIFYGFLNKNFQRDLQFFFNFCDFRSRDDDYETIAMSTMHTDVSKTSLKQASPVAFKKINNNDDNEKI
CHOP inhibitor: CHOP inhibition in unfolded protein response. CHO-K1 CHOP-promoter luciferase, tunicamycin-induced, 15-18 h. inhibition, % at 10 µM. actives 3.8% (n = 220,000). AID 2732;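 active = compounds that reduced the stress-induced luciferase reporter signal by more than about 70% of percent inhibition, limit read from the data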;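 note: 0% = tunicamycin plus vehicle and 100% = wells without tunicamycin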
BaF3 parental: parental Ba/F3 viability inhibition as JAK2V617F counter-screen | CellTiter-Glo ATP luminescence | inhibition, % at 5.6 µM | actives 1.1% (n = 220,000);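 active = inhibition above a per-campaign cutoff, the mean inhibition of all tested compounds plus 3 SD, cut at about 27% in these data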;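 note: 0% = DMSO wells and 100% = JAK Inhibitor I control wells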
S1P4 agonist: agonists of human S1P4 receptor; O95977; actives 0.35% (n = 220,000); S1P4-expressing cell line, agonist reporter assay; activation, % at 4.98 µM; in the data active = activation above about 11%;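 note: 0% = DMSO vehicle and 100% = reference agonist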
NPY-Y2 PAM-ag: human NPY-Y2 potentiation or agonism, primary screen. P49146. actives 0.45% (n = 220,000). cells expressing NPY-Y2, potentiator/agonist read-out. activation, % at 3.6 µM; in the data active = activation above about 27%;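 note: cells stimulated with NPY near EC25 plus isoproterenol at EC100; 0% = vehicle plus submaximal agonist and 100% = vehicle plus saturating agonist; some results beyond the cut were filed as inactive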
Target sequence (P49146 whole entry, looked up): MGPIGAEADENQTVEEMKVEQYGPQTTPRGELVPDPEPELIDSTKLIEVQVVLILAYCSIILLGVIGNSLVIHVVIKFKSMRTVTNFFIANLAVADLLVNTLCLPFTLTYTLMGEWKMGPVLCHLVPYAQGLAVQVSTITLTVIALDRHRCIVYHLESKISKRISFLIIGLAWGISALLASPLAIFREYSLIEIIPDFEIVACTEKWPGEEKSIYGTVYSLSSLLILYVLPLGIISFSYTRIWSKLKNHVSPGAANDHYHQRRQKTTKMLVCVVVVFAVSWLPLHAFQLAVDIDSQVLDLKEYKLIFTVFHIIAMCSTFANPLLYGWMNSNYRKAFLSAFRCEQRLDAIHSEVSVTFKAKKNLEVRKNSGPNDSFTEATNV
NPY-Y1 antag: blocks the human neuropeptide Y Y1 receptor. HEK293-CNG Y1 cells, membrane potential fluorescence; NPY at EC95, then isoproterenol. P25929. inhibition, % at 3.6 µM. actives 1% (n = 200,000);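 active = inhibition above the campaign mean inhibition of all tested compounds plus 3 SD, cut at about 20% in these data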;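 note: 0% = DMSO wells given NPY plus isoproterenol and 100% = isoproterenol alone without NPY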
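Assay system: HEK293 Y1/CNG channel cell line; Doses: single compound dose of 3.6 µM, 0.4% DMSO; Timing: dye 3 h, compound 60 min room temperature, stimulation 45 min; Technique: Membrane-potential fluorescent dye readout; Measure: % inhibition of NPY effect.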
NCF1 inh: p47phox (human) inhibition; P14598; p47phox/p22phox peptide binding, fluorescence polarization, 2 h; inhibition, % at 24.7 µM; actives 0.53% (n = 220,000);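 active = inhibition above about 30%, limit read from the data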;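 note: 0% = p47phox with labelled peptide and 100% = labelled peptide alone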
S1P4 antagonist: human S1P4 receptor antagonism; AID 1510; actives 0.26% (n = 220,000); inhibition, % at 4.98 µM; S1P4-expressing cells, antagonist mode, reporter read-out; O95977; in the data active = inhibition above about 29%;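 note: 0% = wells stimulated with agonist and 100% = vehicle wells without agonist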
Ba/F3 V617F tox: lowers viability of Ba/F3 cells expressing EpoR and JAK2V617F | ATP luminescence | inhibition, % at 5.6 µM | actives 1.1% (n = 220,000);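 active = inhibition above the campaign mean plus 3 SD over all tested compounds, cut at about 24% in these data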;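 note: cytokine-independent growth of Ba/F3 cells driven by EpoR plus mutant JAK2; 0% = DMSO-treated cells and 100% = JAK inhibitor I control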
The depositor's hits bear a star. Outcome played no part in choosing rows; any-hit rate near 7.1%.

What do the screens show for `CCN1CCN(C(=O)C(C)Nc2ccc(OC)cc2OC)CC1` (stereo not given)?
NPY-Y1 PAM-ag: 3; CHOP inhibitor: 6; BaF3 parental: 3; S1P4 agonist: 0.3; NPY-Y2 PAM-ag: 3; NPY-Y1 antag: 2; NCF1 inh: -10; S1P4 antagonist: -20; Ba/F3 V617F tox: 1

Results for Cc1nc(-c2ccccc2Cl)sc1C(=O)/C=C/N(C)C ?
NPY-Y1 PAM-ag: -6; CHOP inhibitor: -2; BaF3 parental: 1; S1P4 agonist: 1.3; NPY-Y2 PAM-ag: 8; NPY-Y1 antag: 3; NCF1 inh: -3; S1P4 antagonist: 1; Ba/F3 V617F tox: -3

Results for COc1ccc(NC(=O)CN(C)CC(=O)Nc2ccc(Cl)cc2F)cc1 ?
NPY-Y1 PAM-ag: -7; CHOP inhibitor: -9; BaF3 parental: 7; S1P4 agonist: 2.6; NPY-Y2 PAM-ag: 10; NPY-Y1 antag: 3; NCF1 inh: -1; S1P4 antagonist: -11; Ba/F3 V617F tox: -1

How did COc1cc(Cl)c(C)cc1NC(=O)c1ccc2c(SCC(=O)O)c3c(nc2c1)CCCC3 do in these assays?
NPY-Y1 PAM-ag: -13; CHOP inhibitor: -13; BaF3 parental: 10; S1P4 agonist: 1.8; NPY-Y2 PAM-ag: -9; NPY-Y1 antag: 9; NCF1 inh: -17; S1P4 antagonist: -3; Ba/F3 V617F tox: 0

Results for CCSC1=NN2CCS(=O)(=O)N=C2S1 ?
NPY-Y1 PAM-ag: 10; CHOP inhibitor: 0; BaF3 parental: 2; S1P4 agonist: 0.3; NPY-Y2 PAM-ag: 12; NPY-Y1 antag: -3; NCF1 inh: -15; S1P4 antagonist: -6; Ba/F3 V617F tox: 0

What do the screens show for `CCN(CC)C(=O)CSc1nnc(-c2ccco2)n1N`?
NPY-Y1 PAM-ag: 17; CHOP inhibitor: 17; BaF3 parental: -2; S1P4 agonist: -1.3; NPY-Y2 PAM-ag: -5; NPY-Y1 antag: -1; NCF1 inh: -12; S1P4 antagonist: -14; Ba/F3 V617F tox: 1

What do the screens show for `CCC1CCCCN1C(=O)Nc1ccc(F)cc1` (stereo not given)?
NPY-Y1 PAM-ag: -14; CHOP inhibitor: -6; BaF3 parental: 5; S1P4 agonist: 0.7; NPY-Y2 PAM-ag: -15; NPY-Y1 antag: -1; NCF1 inh: -10; S1P4 antagonist: -18; Ba/F3 V617F tox: 6

What do the screens show for `CCCc1cc(=O)[nH]c(SCC(=O)C(C)(C)C)n1`?
NPY-Y1 PAM-ag: -13; CHOP inhibitor: 36; BaF3 parental: 3; S1P4 agonist: 1.4; NPY-Y2 PAM-ag: 7; NPY-Y1 antag: 5; NCF1 inh: -7; S1P4 antagonist: -13; Ba/F3 V617F tox: -2

How did Cc1ccc(C(=O)CNc2ccc(Cl)cc2)cc1 do in these assays?
NPY-Y1 PAM-ag: 2; CHOP inhibitor: 15; BaF3 parental: -1; S1P4 agonist: 0.1; NPY-Y2 PAM-ag: -5; NPY-Y1 antag: -4; NCF1 inh: -8; S1P4 antagonist: -6; Ba/F3 V617F tox: -3

How did Cc1csc(=NC(=O)c2ccccc2)n1CCO do in these assays?
NPY-Y1 PAM-ag: 12; CHOP inhibitor: -15; BaF3 parental: 0; S1P4 agonist: -1.2; NPY-Y2 PAM-ag: 4; NPY-Y1 antag: 5; NCF1 inh: -4; S1P4 antagonist: -4; Ba/F3 V617F tox: -3

How did O=C(/C=C/c1ccco1)Nc1ccc(Cl)c(S(=O)(=O)N2CCOCC2)c1 do in these assays?
NPY-Y1 PAM-ag: 8; CHOP inhibitor: 17; BaF3 parental: 4; S1P4 agonist: 1.4; NPY-Y2 PAM-ag: -3; NCF1 inh: -14; S1P4 antagonist: -26; Ba/F3 V617F tox: 7

Results for CCCCN(CCCC)Cc1cc2ccccc2c2c1COC2 ?
NPY-Y1 PAM-ag: -4; CHOP inhibitor: 76*; BaF3 parental: 5; S1P4 agonist: -2.0; NPY-Y2 PAM-ag: -1; NPY-Y1 antag: 6; NCF1 inh: -7; S1P4 antagonist: -1; Ba/F3 V617F tox: -3

What do the screens show for `Cc1nc(COC(=O)c2ccc(CO)cc2)cs1`?
NPY-Y1 PAM-ag: 16; CHOP inhibitor: -40; BaF3 parental: 4; S1P4 agonist: 0.1; NPY-Y2 PAM-ag: 11; NPY-Y1 antag: -5; NCF1 inh: -6; S1P4 antagonist: 2; Ba/F3 V617F tox: -3

What do the screens show for `O=C(N[C@@H](Cc1ccccc1)C(=O)O)c1ccncc1`?
NPY-Y1 PAM-ag: -2; CHOP inhibitor: 24; BaF3 parental: 2; S1P4 agonist: 0.8; NPY-Y2 PAM-ag: 2; NPY-Y1 antag: -2; NCF1 inh: -6; S1P4 antagonist: -9; Ba/F3 V617F tox: -2

How did COC(=O)C1CCN(CC(=O)Nc2cc(Cl)ccc2OC)CC1 do in these assays?
NPY-Y1 PAM-ag: -19; CHOP inhibitor: 2; BaF3 parental: 1; S1P4 agonist: 0.7; NPY-Y2 PAM-ag: -4; NPY-Y1 antag: 3; S1P4 antagonist: -4; Ba/F3 V617F tox: 2

Results for COc1ccc(OCC(=O)NC2CC(C)(C)NC(C)(C)C2)cc1 ?
NPY-Y1 PAM-ag: 0; CHOP inhibitor: 13; BaF3 parental: 3; S1P4 agonist: 1.3; NPY-Y2 PAM-ag: 2; NPY-Y1 antag: -3; NCF1 inh: 1; S1P4 antagonist: -11; Ba/F3 V617F tox: -1

How did NC(=O)C[n+]1cccc(CNC(=O)c2ccc(OC(F)F)cc2)c1 do in these assays?
NPY-Y1 PAM-ag: 23; CHOP inhibitor: 7; BaF3 parental: 5; S1P4 agonist: 1.4; NPY-Y2 PAM-ag: 0; NPY-Y1 antag: 0; NCF1 inh: -11; S1P4 antagonist: 19; Ba/F3 V617F tox: -4

What do the screens show for `COc1ccc(CNS(=O)(=O)c2ccc(OC)cc2)cc1`?
NPY-Y1 PAM-ag: -18; CHOP inhibitor: 12; BaF3 parental: -1; S1P4 agonist: -1.4; NPY-Y2 PAM-ag: -12; NPY-Y1 antag: 6; NCF1 inh: -21; S1P4 antagonist: -31; Ba/F3 V617F tox: -2

How did COc1ccc(C)cc1N(CC(=O)NC1CCCC1)C(=O)CCC(=O)Nc1cc(C)on1 do in these assays?
NPY-Y1 PAM-ag: 6; CHOP inhibitor: 21; BaF3 parental: -3; S1P4 agonist: 2.7; NPY-Y2 PAM-ag: 5; NPY-Y1 antag: -8; NCF1 inh: -4; S1P4 antagonist: -4; Ba/F3 V617F tox: -3

Results for Cc1cc(C)cc(NC(=O)C2CCN(c3nc(C)cc(C)n3)CC2)c1 ?
NPY-Y1 PAM-ag: 18; CHOP inhibitor: 61; BaF3 parental: 6; S1P4 agonist: -0.9; NPY-Y2 PAM-ag: 1; NPY-Y1 antag: 2; NCF1 inh: -23; S1P4 antagonist: -10; Ba/F3 V617F tox: -3

Results for N/C(Cn1cncn1)=N\NC(=O)c1ccc(Cl)cc1Cl ?
NPY-Y1 PAM-ag: 6; CHOP inhibitor: 2; BaF3 parental: 11; S1P4 agonist: 1.6; NPY-Y2 PAM-ag: -4; NPY-Y1 antag: -2; NCF1 inh: -8; S1P4 antagonist: 2; Ba/F3 V617F tox: 2

How did CCOC(=O)c1ccc(NC(=O)CSCCC(=O)O)cc1 do in these assays?
NPY-Y1 PAM-ag: -15; CHOP inhibitor: -12; BaF3 parental: 6; S1P4 agonist: 0.1; NPY-Y2 PAM-ag: -14; NPY-Y1 antag: -4; NCF1 inh: 0; S1P4 antagonist: 0; Ba/F3 V617F tox: 3

How did C=C(C)C1CC=C(C)/C(=N/NC(=O)c2cccs2)C1 (stereo not given) do in these assays?
NPY-Y1 PAM-ag: 11; CHOP inhibitor: 36; BaF3 parental: 4; S1P4 agonist: 1.8; NPY-Y2 PAM-ag: -1; NPY-Y1 antag: 0; NCF1 inh: -7; S1P4 antagonist: -11; Ba/F3 V617F tox: -5

How did CN1C(=O)C2(NC(=O)c3ccccc3N2C)c2ccccc21 (stereo not given) do in these assays?
NPY-Y1 PAM-ag: 19; CHOP inhibitor: -20; BaF3 parental: -16; S1P4 agonist: 0.8; NPY-Y2 PAM-ag: 0; NCF1 inh: 0; S1P4 antagonist: -8; Ba/F3 V617F tox: -1

What do the screens show for `O=C(Nc1cccc(-c2nc3ccccc3s2)c1)c1cc(=O)c2ccccc2o1`?
NPY-Y1 PAM-ag: 8; CHOP inhibitor: 23; BaF3 parental: 7; S1P4 agonist: 1.0; NPY-Y2 PAM-ag: 0; NPY-Y1 antag: 1; NCF1 inh: -27; S1P4 antagonist: -14; Ba/F3 V617F tox: -1

How did COc1ccc(NC(=O)c2cc3nc(-c4ccccc4)cc(C)n3n2)cc1OC do in these assays?
NPY-Y1 PAM-ag: -7; CHOP inhibitor: -1; BaF3 parental: 7; S1P4 agonist: 0.4; NPY-Y2 PAM-ag: -3; NPY-Y1 antag: 3; NCF1 inh: -7; S1P4 antagonist: -7; Ba/F3 V617F tox: 0

What do the screens show for `Cn1nnnc1SCc1cccc(CSc2nnnn2C)n1`?
NPY-Y1 PAM-ag: -2; CHOP inhibitor: 14; BaF3 parental: 1; S1P4 agonist: 1.2; NPY-Y2 PAM-ag: -3; NPY-Y1 antag: -7; NCF1 inh: -12; S1P4 antagonist: -15; Ba/F3 V617F tox: -2

What do the screens show for `COc1cccc(-c2nnn(CC(=O)NC3CCCC3)n2)c1OC`?
NPY-Y1 PAM-ag: -6; CHOP inhibitor: -9; BaF3 parental: 0; S1P4 agonist: 0.9; NPY-Y2 PAM-ag: 0; NPY-Y1 antag: 2; NCF1 inh: -7; S1P4 antagonist: -14; Ba/F3 V617F tox: -1

Results for Cn1c(=O)c2cc(S(=O)(=O)Nc3cccc(F)c3)ccc2n(C)c1=O ?
NPY-Y1 PAM-ag: 0; CHOP inhibitor: 42; BaF3 parental: 10; S1P4 agonist: -0.4; NPY-Y2 PAM-ag: 6; NPY-Y1 antag: 2; NCF1 inh: -4; S1P4 antagonist: 20; Ba/F3 V617F tox: 1

How did Cc1ccccc1NC(=O)CN1C(=S)NC(C)(C)CC1C (stereo not given) do in these assays?
NPY-Y1 PAM-ag: -3; CHOP inhibitor: -2; BaF3 parental: 4; S1P4 agonist: 0.0; NPY-Y2 PAM-ag: 14; NPY-Y1 antag: -3; NCF1 inh: 2; S1P4 antagonist: 3; Ba/F3 V617F tox: 3

Results for O=C(NCCc1ccncc1)C(F)(F)F ?
NPY-Y1 PAM-ag: 3; CHOP inhibitor: -19; BaF3 parental: 6; S1P4 agonist: 1.6; NPY-Y2 PAM-ag: -3; NPY-Y1 antag: 7; NCF1 inh: 3; S1P4 antagonist: -4; Ba/F3 V617F tox: 3

What do the screens show for `CC(OC(=O)c1ccccc1O)C(=O)Nc1ccc(Cl)cn1` (stereo not given)?
NPY-Y1 PAM-ag: -8; CHOP inhibitor: 14; BaF3 parental: 1; S1P4 agonist: 1.5; NPY-Y2 PAM-ag: -19; NPY-Y1 antag: 2; NCF1 inh: 1; S1P4 antagonist: 6; Ba/F3 V617F tox: -2

How did O=C1C(=O)N(Cc2ccccc2)C(=O)N1CCN1C(=O)c2ccccc2C1=O do in these assays?
NPY-Y1 PAM-ag: 12; CHOP inhibitor: -11; BaF3 parental: 1; S1P4 agonist: -0.6; NPY-Y2 PAM-ag: -3; NPY-Y1 antag: 2; NCF1 inh: -1; S1P4 antagonist: 3; Ba/F3 V617F tox: -2
